# Rac1 GTP hydrolysis = MgcRacGAP GTPase-activating activity inhibitors, confirmation, biochemical, ADP Hunter fluorescence; Rac GTPase-activating protein 1 (Homo sapiens); MgcRacGAP-stimulated Rac1 GTP hydrolysis, ADP Hunter fluorescence; higher % means a stronger effect; GST-tagged Rac1 F28L mutant substrate; inhibition, % at 30 µM, or IC50 in µM where a hit was titrated; 0.6% of 340,000 active; AID 624330, 2012;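 active means first-screen hits whose inhibition reached a set limit at any dose in the follow-up dose series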;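 further: fluorescence reports GDP produced by GAP-driven GTP hydrolysis; strong numbers were not always called active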
# GPR55 beta-arrestin = GPR55 agonists via beta-arrestin recruitment, primary screen, imaging, U2OS cells, beta-arrestin-GFP redistribution (AID 1961); G-protein coupled receptor 55 (Homo sapiens); U2OS GPR55 beta-arrestin-GFP redistribution imaging; higher % means a stronger effect; activation, % at 10 µM, or EC50 in µM where a hit was titrated; 0.048% of 290,000 active;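 active means activation above 40% with more than 50 cells counted in the well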;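 further: U2OS osteosarcoma cells stably expressing GPR55 and beta-arrestin-GFP; plate controls were DMSO negative control for no effect and LPI positive control for full effect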
# LYP inhibition = inhibitors of LYP phosphatase, biochemical, fluorescence intensity, uHTS (AID 1779); recombinant LYP phosphatase, fluorescence intensity; higher % means a stronger effect; inhibition, % at 11.5 µM, or IC50 in µM where a hit was titrated; 0.054% of 290,000 active; in the data active means inhibition above about 50%;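 further: plate controls were vehicle with enzyme for no effect and no enzyme for full effect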
# NTR1 ag = agonists of NTR1, primary screen, imaging, U2OS cells, beta-arrestin-GFP, high content (AID 493036) | activation, % at 20 µM | NTR1-U2OS beta-arrestin-GFP spot imaging, agonist mode | 0.17% of 330,000 active | Neurotensin receptor type 1 (Homo sapiens), P30989;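 active means activation at or above 40% of the spot to cytoplasm intensity ratio, with at least 20 cells analyzed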;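 further: 0% = DMSO without peptide and 100% = 100 nM NTR1 peptide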
# Target sequence (P30989 whole entry, looked up): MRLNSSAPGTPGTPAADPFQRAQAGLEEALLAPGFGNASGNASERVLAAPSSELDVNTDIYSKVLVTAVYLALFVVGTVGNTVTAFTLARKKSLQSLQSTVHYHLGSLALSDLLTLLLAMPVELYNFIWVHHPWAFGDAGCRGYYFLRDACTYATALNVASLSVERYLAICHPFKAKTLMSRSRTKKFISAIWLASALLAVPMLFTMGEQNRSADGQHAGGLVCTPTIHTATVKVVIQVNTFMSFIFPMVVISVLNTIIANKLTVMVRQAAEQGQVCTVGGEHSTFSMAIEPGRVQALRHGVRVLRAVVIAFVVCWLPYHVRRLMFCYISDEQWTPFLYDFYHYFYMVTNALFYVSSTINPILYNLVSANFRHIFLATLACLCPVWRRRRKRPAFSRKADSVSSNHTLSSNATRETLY
# GPR35 arrestin U2OS = GPR35 antagonists blocking zaprinast-driven arrestin recruitment, primary screen, imaging, U2OS, beta-arrestin-GFP, zaprinast agonist (AID 2058); 0.052% of 290,000 active; G-protein coupled receptor 35 (Homo sapiens); U2OS GPR35 beta-arrestin-GFP translocation imaging, zaprinast antagonism; higher % means a stronger effect; inhibition, % at 10 µM; hits with a dose series show IC50 in µM;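 active means inhibition of at least 50% with at least 30 cells and total cytoplasm GFP at most 10,000,000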
# SV40 large T antigen = SV40 large T antigen inhibitors, biochemical (AID 1903). SV40 large T antigen ATPase/helicase inhibition assay; higher % means a stronger effect. one-dose inhibition, % at 20 µM; IC50 in µM for titrated hits. 0.39% of 310,000 active; in the data active means a potency from the dose series; further: strong numbers were not always called active
# T cell HTS = modulators of CD8 T cell-vesicle binding, primary screen, mouse 2C CD8+ T cells, flow cytometry. 2C CD8+ T cell-vesicle binding; stronger effect = lower value. calls only at 7 µM. 0.068% of 330,000 active. AID 2052, 2009;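 active means response, share of CD8 T cells binding vesicles, and their 90th percentile fluorescence all below set limits, cut at about 80% in these data, passing the limit was not always enough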
#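 Also added: QL9-peptide-loaded Drosophila micro-vesicles bearing Ld, ICAM-1 and B7-1; Test system: purified 2C TCR transgenic mouse naive CD8+ T cells; Measured by: cytometric PE anti-B7-1 and Alexa647 anti-CD8 signals after 1% paraformaldehyde fixation; Timing: binding step 1.5 h, 37 °C, antibody labelling 20 min, ice.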
# GPR55 antagonists = GPR55 antagonists blocking LPI-driven arrestin recruitment, primary screen, imaging, U2OS, beta-arrestin-GFP, LPI agonist (AID 2013); G-protein coupled receptor 55 (Homo sapiens); U2OS GPR55 beta-arrestin-GFP translocation imaging, LPI antagonism; higher % means a stronger effect; one-dose inhibition, % at 10 µM; IC50 in µM for titrated hits; 0.13% of 290,000 active;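 active means spots per cell inhibited over 60%, with over 100 cells counted and total cytoplasm intensity under 500,000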;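 further: U2OS cells stably carrying GPR55 and arrestin-GFP stimulated by 5 µM LPI near EC80; imaged beta-arrestin-GFP aggregate spots per cell after agonist stimulation; plate controls were LPI-stimulated DMSO wells for no effect and DMSO wells without LPI for full effect; some results filed as inactive read as strong as hits; confirmed hits need IC50 under 10 µM and bright autofluorescent wells are also inconclusive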
# Hep lipid drop = inhibitors of hepatocyte lipid droplet formation, primary screen, imaging, high-throughput imaging, BODIPY stain. AML12 mouse hepatocytes, oleate lipid droplets. 0.4% of 240,000 active. inhibition, % at 6.5 µM;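 active means lipid droplet intensity inhibited by at least 50%, with more than 500 cells counted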
#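 Assay system: AML12 mouse liver cells | Compound dosing: One dose, 6.5 µM compound | Read-out basis: Droplet intensity reduction, % inhibition | Measured by: Fluorescence imaging, 20x objective, two fields per well | Schedule: Overnight treatment with compound plus oleate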
# Hep lipid drop cells 6.5 µM = recorded beside Hep lipid drop, whose call it bears; cell count; measured here: cell count, cytotoxicity flag;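 cells counted across two imaged fields per well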
# T cell HTS vesicle-bound % = also measured in T cell HTS; calls as there; double positive events, %; measured here: CD8+ vesicle-bound cell fraction;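 binding gate set so that unloaded-vesicle control wells show 10% double positive cells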
# NTR1 ag cell count 20 µM = recorded beside NTR1 ag, whose call it bears; cell count; measured here: cell count, cytotoxicity flag
# * = called active by the depositor; i = inactive; / = no result given; + = active, no number; & = joins results of further samples.
Structure	LYP inhibition	SV40 large T antigen	NTR1 ag cell count 20 µM	GPR55 antagonists	GPR55 beta-arrestin	Rac1 GTP hydrolysis	T cell HTS	NTR1 ag	Hep lipid drop cells 6.5 µM	GPR35 arrestin U2OS	Hep lipid drop	T cell HTS vesicle-bound %
CCCCCCCOc1ccc(-c2ccc(C#N)cn2)cc1	1%	9%	42	-1%	0.2%	-4%	i	2.2	585	18%	-2	5
COC(=O)c1cc2ccccc2c(-c2c(O)ccc3ccccc23)c1O	-4%	0%	48	36%	-0.6%	2%	i	23	592	-34%	-24	11
Nc1cccc(P(=O)(c2ccccc2)c2ccccc2)c1	-12%	3%	58	7%	-0.2%	8%	i	2.1	707	-8%	-25	46
Cc1nn(-c2ccccc2)c(N)c1C(O)(CC(=O)C(F)(F)F)C(F)(F)F (stereo not given)	-4%	5%	78	6%	-0.3%	-3%	i	2.5	677	-4%	2	3
CN1C(=O)CSc2ccc(NC(=O)Nc3ccccn3)cc21	-8%	15%	52	5%	0.2%	4%	i	4.0	776	5%	3	16
COc1ccc(-c2nc3c(n2O)CCCC3=O)cc1OC	-6%	14%	54	5%	0.3%	5%	i	-0.9	/	13%	/	52
CS(=O)c1nc(-c2ccc(Br)cc2)cc(-c2ccccc2)c1C#N (stereo not given)	0%	7%	54*	10%	0.0%	6%	i	66*	704	3%	12	33
CC(C)CN(CC(C)C)C(=O)Cc1coc2ccc3ccccc3c12	-8%	-5%	57	-14%	-0.2%	6%	i	5.0	721	0%	-47	33
Cc1cc(NC(=O)CC#N)n(-c2nc3ccccc3[nH]2)n1	-1%	10%	51	-6%	0.2%	5%	i	2.5	702	7%	-9	42
CC(OC(=O)c1ccccc1O)C(=O)Nc1cccc(Cl)c1 (stereo not given)	-5%	6%	51	1%	-0.4%	5%	i	6.2	662	-4%	-11	27
Cc1ccc(C(=O)N2CCC(C(=O)Nc3cccc([N+](=O)[O-])c3)CC2)cc1	-10%	28%	58	22%	0.6%	4%	i	-0.4	849	-6%	4	7
CCn1c(C)c(C)c2cc(C(=O)NCCCN3CCCCC3)ccc21	-13%	17%	66	15%	0.6%	12%	i	-0.3	754	0%	-2	53
C/C(=N\NC(=O)c1ccccc1)c1ccc(C)c([N+](=O)[O-])c1	-5%	4%	51	3%	-0.1%	5%	i	1.2	693	5%	16	12
Cc1cc(-n2cnc(-c3cn[nH]c3C)n2)no1	0%	13%	53	8%	-0.1%	2%	i	0.2	709	10%	-11	15
Cc1ccc(-n2nc(C(=O)O)c3ccccc3c2=O)cc1C	0%	1%	56	2%	0.5%	3%	i	-0.1	733	-8%	9	34
CC1(C)CN(c2ccsc2C(=O)O)C1=O	-9%	3%	49	-11%	-0.1%	/	i	1.5	597	-7%	-8	34
COCCN(CCOC)CC(O)COC(c1ccccc1)c1ccccc1 (stereo not given)	-2%	6%	53	18%	-0.1%	-5%	i	-0.2	680	-15%	4	57
CCNc1ccccc1CP(=O)(c1ccccc1)c1ccccc1O (stereo not given)	2%	4%	84	12%	0.6%	/	i	3.1	681	-2%	20	12
Cc1cccc(N2C(=O)C(O)=C(C(=O)c3cccs3)C2c2ccc(F)cc2)n1 (stereo not given)	-1%	1%	91	5%	0.3%	12%	i	-0.9	598	-8%	-3	49
Cc1cc(=O)n2nc(N3CCC(C(=O)NC4CCCc5ccccc54)CC3)sc2n1 (stereo not given)	4%	20%	35	11%	0.2%	8%	i	0.0	718	10%	-1	11
O=C(COc1ccc(S(=O)(=O)N2CCCC2)cc1Cl)NC1CC1	-8%	2%	76	15%	-0.5%	0%	i	-0.4	667	-13%	9	13
CCOC(=O)N1CCN(C(=O)Cc2ccsc2)CC1	-7%	8%	53	-5%	-0.1%	8%	i	0.3	/	0%	/	35
COc1cc(CNCCc2ccc(S(N)(=O)=O)cc2)ccc1OCC(=O)NC1CCCCC1	-5%	9%	58	6%	-0.1%	5%	i	-0.3	/	-2%	/	9
CCc1ccc(-n2c(O)cnc2Nc2nc(C)cc(C)n2)cc1	-4%	2%	87	-11%	-0.1%	2%	i	1.2	/	-9%	/	38
Cc1cc2cc3c(cc2nc1SCC(=O)Nc1c(C)cccc1C)CCC3	-4%	9%	39	-11%	0.2%	2%	i	1.6	/	-8%	/	41

# The final 2 compounds of the section above come first, to join the parts:
Structure	LYP inhibition	SV40 large T antigen	NTR1 ag cell count 20 µM	GPR55 antagonists	GPR55 beta-arrestin	Rac1 GTP hydrolysis	T cell HTS	NTR1 ag	Hep lipid drop cells 6.5 µM	GPR35 arrestin U2OS	Hep lipid drop	T cell HTS vesicle-bound %
CCc1ccc(-n2c(O)cnc2Nc2nc(C)cc(C)n2)cc1	-4%	2%	87	-11%	-0.1%	2%	i	1.2	/	-9%	/	38
Cc1cc2cc3c(cc2nc1SCC(=O)Nc1c(C)cccc1C)CCC3	-4%	9%	39	-11%	0.2%	2%	i	1.6	/	-8%	/	41
O=C(NCCCn1ccnc1)C(=O)NCC(c1cccnc1)N1CCN(c2ccccc2)CC1 (stereo not given)	-5%	4%	49	1%	-0.3%	-2%	i	-1.5	712	6%	0	16
NCCc1ccn[nH]1	/	16%	66	/	/	3%	i	4.4	/	/	/	22
O=C(NCCCN1CCOCC1)C(=O)NCc1ccccc1Cl	0%	24%	55	2%	0.1%	-3%	i	-0.7	740	12%	16	45
Cc1cc(N2C(=O)C(O)=C(C(=O)c3cc4ccccc4o3)C2c2cccc(Br)c2)no1 (stereo not given)	-3%	7%	68	3%	-0.2%	4%	i	-1.1	729	1%	12	15
COc1ccc(NC(=S)NNC(=S)Nc2cccc(C(F)(F)F)c2)cc1	4%	13%	43	1%	-0.2%	18%	i	1.1	722	8%	-8	32
COCCOC(=O)c1c(C)n(C)c2ccc(OC(=O)c3ccco3)cc12	-4%	2%	61	15%	-0.1%	2%	i	8.2	763	14%	-2	52
CCOc1ccc(CN2CCN(Cc3ccsc3)C(CCO)C2)cc1CO (stereo not given)	-6%	5%	88	1%	-0.1%	6%	i	1.9	710	4%	-1	51
Cc1ccccc1CSc1nnnn1-c1ccc(C(N)=O)cc1	-5%	5%	78	2%	0.3%	5%	i	0.1	/	25%	/	22
C/C(=N\OC(=O)c1ccc(F)cc1)c1ccc(F)c(F)c1	-4%	7%	49	2%	-0.2%	-5%	i	1.0	713	-4%	12	39
O=c1[nH]c2ccccc2c2nc(-c3cccc(S(=O)(=O)N4CCCC4)c3)nn12	-7%	22%	61	3%	0.0%	3%	i	5.3	701	-7%	-1	26
Cc1ccc(S(=O)(=O)N(c2cccc(C(F)(F)F)c2)C2C=CS(=O)(=O)C2)cc1 (stereo not given)	-1%	-2%	49	4%	0.1%	0%	i	0.8	/	1%	/	18
O=c1[nH]c(=O)n(C(c2ccccc2)c2ccccc2)cc1Br	0%	6%	49	17%	0.2%	9%	i	-0.6	769	-8%	-23	58
COc1ccc(NC(=O)COC(=O)c2cc([N+](=O)[O-])ccc2N2CCOCC2)cc1	-10%	5%	42	-7%	-0.2%	4%	i	0.7	804	-8%	-3	45
CCc1ccc(C(C)NC(=O)/C(C#N)=C\c2cn[nH]c2-c2ccccc2)cc1 (stereo not given)	9%	4%	51	-7%	-0.2%	3%	i	33	749	3%	1	12
COc1ccc(C(=O)N2CCc3[nH]nc(-c4ccccc4)c3C2)cc1	-7%	11%	61	4%	-0.2%	3%	i	0.4	738	1%	-22	8
CC(C)(C)c1ccc(C(=O)NCC(=O)N2CCCC2)cc1	-5%	-1%	49	-10%	-0.1%	4%	i	0.1	838	18%	-2	20
Cc1ccc(NCc2ccccc2OCc2ccccc2F)cc1	-7%	4%	64	7%	-0.1%	11%	i	0.3	753	6%	13	56
CCc1nnc(NC(=O)CSc2nnc(-c3ccco3)n2CCOC)s1	-1%	5%	40	12%	0.2%	3%	i	1.0	727	8%	-6	54
COc1ccc(Oc2cccc(Cl)c2CNC(=O)CSCC(=O)O)cc1	-10%	9%	54	4%	-0.2%	3%	i	-0.5	627	-4%	1	33
Cc1csc(=O)n1CC(=O)OCc1nnc(-c2ccccc2)o1	/	8%	52	/	/	4%	i	0.8	/	/	/	20
C=CCC1(CC=C)CCCN1C(=O)C1CCC(=O)N(CCc2ccccc2)C1 (stereo not given)	-8%	20%	56	-5%	0.7%	-3%	+	-0.5	733	-17%	-43	16*
COc1ccc(-n2cnnc2SCCC#N)cc1	-3%	3%	65	8%	-0.2%	10%	i	-2.4	586	-3%	9	22
CC(C)[C@H](NC(=O)[C@@H]1CSC2c3ccccc3C(=O)N21)C(=O)NCC1CCCO1 (stereo not given in full)	-10%	19%	68	4%	-0.1%	2%	i	-0.2	680	-7%	24	10
COc1ccc(S(=O)(=O)Nc2ccc3c(c2)n(C)c(=O)n3C)cc1F	-6%	4%	49	-4%	-0.2%	-3%	i	-0.2	809	0%	-86	43
COC(=O)c1sccc1NC(=O)c1c(Cl)cccc1Cl	-5%	4%	58	0%	-0.1%	11%	i	0.9	820	5%	-1	55
CCOC(=O)Nc1cccnc1Sc1ccc(Cl)cc1	/	7%	54	/	/	-3%	i	0.4	/	/	/	27
CCOC(=O)CCC(=O)O[C@H]1[C@H](O[C@@H]2[C@@H](C)[C@H](O[C@H]3C[C@@](C)(OC)[C@@H](O)[C@H](C)O3)[C@@H](C)C(=O)O[C@H](CC)[C@@](C)(O)[C@H](O)[C@@H](C)C(=O)[C@H](C)C[C@@]2(C)O)O[C@H](C)C[C@@H]1N(C)C	-3%	7%&7%	/	1%	-0.2%	3%	i	/	687	-21%	17	40
S=C(NCc1ccc(Cl)cc1Cl)Nc1ccccc1	0%	22%	56	10%	0.1%	-18%	i	2.5	633	18%	-7	11

# Assay outcomes (PubChem)
